Screening data as filed in PubChem BioAssay.
Mtb RmlCD inh: blocks M. tuberculosis RmlC and RmlD coupled enzymes | P9WH09+P9WH11 | RmlC+RmlD coupled enzyme assay, percent inhibition; primary screen in compound mixtures | inhibition, % at 3.6 µM | hit rate 0.03% among 160,000 | AID 1533; in the data active = inhibition mostly above about 34%, no sharp cut-off; also: some results filed as inactive read as strong as hits
Target sequence (P9WH09 whole entry, looked up): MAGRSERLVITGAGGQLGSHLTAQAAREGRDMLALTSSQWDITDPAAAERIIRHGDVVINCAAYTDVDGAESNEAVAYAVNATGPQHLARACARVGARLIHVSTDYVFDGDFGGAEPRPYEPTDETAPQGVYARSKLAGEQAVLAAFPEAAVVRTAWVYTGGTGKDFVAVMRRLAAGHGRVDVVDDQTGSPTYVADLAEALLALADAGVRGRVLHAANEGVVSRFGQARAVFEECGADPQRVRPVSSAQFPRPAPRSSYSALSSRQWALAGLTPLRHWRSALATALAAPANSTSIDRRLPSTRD
Target sequence (P9WH11 whole entry, looked up): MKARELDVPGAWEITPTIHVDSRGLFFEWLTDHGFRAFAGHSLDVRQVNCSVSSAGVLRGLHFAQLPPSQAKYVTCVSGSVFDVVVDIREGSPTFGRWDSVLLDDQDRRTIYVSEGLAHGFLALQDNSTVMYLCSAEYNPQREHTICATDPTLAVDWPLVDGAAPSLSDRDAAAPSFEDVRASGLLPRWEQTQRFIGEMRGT
GlmU inhibition: inhibition of mycobacterial GlmU enzyme – biochemical, glucosamine-1-phosphate acetyltransferase (AID 1376); inhibition, %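 (tested at 30 µM in the primary screen)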, or IC50 in µM where a hit was titrated; hit rate 0.25% among 220,000; M. tuberculosis GlmU acetyltransferase enzyme assay; higher % means a stronger effect; in the data active = inhibition above about 13%;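 also: 0% = complete reaction with vehicle and 100% = reaction without substrate; strong numbers were not always called active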
An asterisk follows results filed as active; x = not tested or not shown. This is a subset. The share of hits here may be higher or lower than overall.

Each structure is followed by: Mtb RmlCD inh	GlmU inhibition
- CCOc1ccc(C(=O)Nc2cccc(-c3nc4cccnc4o3)c2)cc1Cl
 : -1	-0.6%
- CSc1nnc(-c2ccc(NC(=O)CCc3ccccc3)cc2)n1C
 : -8	x
- COc1ccc(CNC(=O)CSc2cc(=O)n(C)c3ccccc23)cc1
 : -8	-8.1%
- COc1ccccc1Oc1coc2c(CN3CCN(C)CC3)c(O)ccc2c1=O
 : 16	1.7%
- COc1ccc2c(Cn3cnc4cc([N+](=O)[O-])ccc4c3=O)cc(=O)oc2c1
 : 8	x
- CCOc1ccc(NC(=O)CSc2nc3c([nH]c4ccccc43)c(=O)n2C)cc1
 : -2	-7.4%
- CC(CN1CCOCC1)(NS(=O)(=O)c1ccccc1)c1ccccc1 (centres undefined)
 : -6	-4.3%
- CCOC(=O)N1CCC(N2CCCC(C(=O)c3ccc4cc(OC)ccc4c3)C2)CC1 (centres undefined)
 : 3	2.7%
- O=C(Cn1nc(C(=O)O)c2ccccc2c1=O)c1cc(F)ccc1F
 : 2	-1.6%
- O=C(O)CCCNS(=O)(=O)c1ccc(F)cc1
 : -2	-3.5%

(list continues)
Each structure is followed by: Mtb RmlCD inh	GlmU inhibition
- COc1ccc(-n2nc(C(=O)NCC(=O)NCC3COc4ccccc4O3)c3ccccc3c2=O)cc1 (centres undefined)
 : -4	4.0%
- Cc1cc(NC(=O)c2ccc(N3CCCC3)c([N+](=O)[O-])c2)no1
 : 8	-3.1%
- CC(C)n1c(CN2CCN(Cc3ccccc3)CC2)nc2ccccc21
 : 13	0.1%
- Cc1cccc(NC(=O)C2CCCN(S(=O)(=O)c3cccc4nsnc34)C2)n1 (centres undefined)
 : x	0.1%
- CC(=O)COc1ccc(-c2csnn2)cc1
 : x	1.4%
- COc1ccc(C(C)=O)cc1Cn1cnc2c(cnn2C)c1=O
 : -3	-2.5%
- CCN1CCN(S(=O)(=O)c2cccs2)CC1
 : -7	-7.8%
- CCOc1ccccc1OCC(=O)Nc1nnc(C)s1
 : -3	5.3%
- COc1ccccc1OCC(=O)Sc1ccc(C)cc1
 : 20	1.1%
- CC(C)(C)NC(=O)NC(=O)Cn1ccsc1=N
 : x	-6.4%

Compound profiles (already shown). Order of screens: Mtb RmlCD inh, GlmU inhibition
`O=C(Cn1nc(C(=O)O)c2ccccc2c1=O)c1cc(F)ccc1F` is entered as 2, -1.6%
`COc1ccc(CNC(=O)CSc2cc(=O)n(C)c3ccccc23)cc1` is entered as -8, -8.1%
`CC(C)n1c(CN2CCN(Cc3ccccc3)CC2)nc2ccccc21` is entered as 13, 0.1%
`CCOC(=O)N1CCC(N2CCCC(C(=O)c3ccc4cc(OC)ccc4c3)C2)CC1` (centres undefined) is entered as 3, 2.7%

Other compounds follow.
Each structure is followed by: Mtb RmlCD inh	GlmU inhibition
- CCOC(=O)N1CCC(NC(=O)C2CCN(S(=O)(=O)c3cccs3)CC2)CC1
 : -8	-3.0%
- CCc1ccc(N2C(=O)CC(c3ccc(F)cc3)C3=C2COC3=O)cc1 (centres undefined)
 : 8	-3.9%
- Cc1ccc2c(c1)sc(=NC(=O)c1cccs1)n2C
 : x	1.5%
- O=C1c2ccccc2C(=O)N1CC1=NCCc2ccccc21
 : -4	1.1%
- Cc1ccccc1C(=O)Nn1cnc2ccccc2c1=O
 : x	0.8%
- Cc1occc1C(=O)N1CCCC(CCC(=O)NCc2ccc(F)c(F)c2)C1 (centres undefined)
 : 2	1.7%
- COc1ccc(-c2cc3ccc(OCc4nn[nH]n4)cc3oc2=O)cc1OC
 : x	2.4%
- CC1(C)Cc2c(C#N)c(N3CCN(C(=O)c4ccco4)CC3)nc(-c3ccco3)c2CS1
 : x	-1.5%
- COc1ccc(C(=O)COC(=O)/C=C/c2ccc(S(=O)(=O)Nc3cccc(S(N)(=O)=O)c3)cc2)cc1
 : -6	2.5%
- CCCCCN1C(C)=CC(=C(C#N)C#N)C=C1C
 : -7	0.7%

(continued)
Each structure is followed by: Mtb RmlCD inh	GlmU inhibition
- CC(/C=N/NC(=O)Cn1cnc2c1c(=O)n(C)c(=O)n2C)=C\c1ccco1
 : 13	-5.7%
- CSc1ccc(C2C(C#N)=C(N)Oc3c2ccc(=O)c2c(C)oc(C)c32)cc1 (centres undefined)
 : -3	-5.6%
- O=C(NCCCN1CCCC1=O)C1CCN(S(=O)(=O)N2CCOCC2)CC1
 : -5	-4.3%
- COC(=O)c1c(C(=O)OC)c(-c2ccc(C)cc2)n2c1CS(=O)(=O)C2
 : 9	1.6%
- CCOC(=O)c1ccc(N=Cc2nc3ccccc3n2C)cc1
 : 103	2.1%
- Cc1ccc2c(c1)-c1c(cnn1CC(=O)N(Cc1ccco1)C1CCCCC1)CO2
 : 4	0.1%
- CC(=O)NCC(=O)N1CCCC(C(=O)c2ccc3c4c(cccc24)CC3)C1 (centres undefined)
 : -6	10%
- CCOC(=O)c1ccc(NS(=O)(=O)c2ccc3c(c2)oc(=O)n3C)cc1
 : -3	1.7%
- Cc1noc(C)c1COc1cccc(C(=O)N2CCN(C/C=C/c3ccccc3)CC2)c1
 : -3	-7.6%
- CSc1cccc(NC(N)=S)c1
 : 7	2.4%

By substructure, those above containing a halogen.
Each structure is followed by: Mtb RmlCD inh	GlmU inhibition
- CCOc1ccc(C(=O)Nc2cccc(-c3nc4cccnc4o3)c2)cc1Cl
 : -1	-0.6%
- O=C(Cn1nc(C(=O)O)c2ccccc2c1=O)c1cc(F)ccc1F
 : 2	-1.6%
- O=C(O)CCCNS(=O)(=O)c1ccc(F)cc1
 : -2	-3.5%
- CCc1ccc(N2C(=O)CC(c3ccc(F)cc3)C3=C2COC3=O)cc1 (centres undefined)
 : 8	-3.9%
- Cc1occc1C(=O)N1CCCC(CCC(=O)NCc2ccc(F)c(F)c2)C1 (centres undefined)
 : 2	1.7%

(listing goes on)
Each structure is followed by: Mtb RmlCD inh	GlmU inhibition
- CCOC(=O)C1CCN(C(=O)Cn2cc(C(=O)C3CC3)c3ccccc32)CC1
 : -6	-9.5%
- CCNC(=O)CCSc1nc2cc(Cl)ccc2o1
 : x	-1.1%
- O=C(NN1CCCCC1)c1ccc(COc2ccc(Cl)cc2)cc1
 : -14	-6.8%
- O=C(/C=C/c1ccc(Cl)cc1Cl)Nc1cccc(S(=O)(=O)NC2=NCCCCC2)c1
 : 1	1.3%
- O=C(CSc1nccn1-c1ccc(Cl)cc1)NCc1ccc2c(c1)OCO2
 : -5	-4.5%
- O=C(CN1CCN(S(=O)(=O)/C=C/c2ccccc2)CC1)Nc1ccc(N2CCOCC2)cc1
 : 12	-8.8%
- CC(c1ccc(F)cc1)n1c(-c2cccs2)n[nH]c1=S (centres undefined)
 : 6	-0.7%
- CC(Oc1ccc(Br)cc1)c1nc2c3ccccc3nc(=S)n2[nH]1 (centres undefined)
 : -1	9.0%
- CCCOc1c(Cl)cc(C(=O)Nc2ccc3c(c2)OCO3)cc1OCC
 : x	-1.5%
- COC(=O)c1cc2n(n1)CCN(Cc1ccc(F)cc1)C2=O
 : -15	0.6%

(further entries)
Each structure is followed by: Mtb RmlCD inh	GlmU inhibition
- Oc1[nH]c2ccccc2c1N=Nc1ccccc1F
 : 3	1.9%
- Cc1ccc(-c2nc3ccccc3c(=O)n2-n2cccc2)cc1
 : -7	-1.3%
- O=C(Nc1cc(S(=O)(=O)N2CCOCC2)ccc1Cl)C(=O)c1c(-c2ccccc2)cc2ccccn12
 : x	1.4%
- COc1ccccc1C(=O)C1CCCN(C(=O)c2cn3cc(Cl)ccc3n2)C1 (centres undefined)
 : 11	1.9%
- CCN(CC)c1ccc(/C=N/NC(=O)CC(C)C)cc1
 : -67	-2.0%
- CCSc1nc2ccccc2n1C(=O)Oc1ccccc1
 : x	1.1%
- COc1ccc(-n2c(COc3ccc(C)cc3)nnc2SCC(N)=O)cc1
 : 0	6.7%
- c1ccc(COc2ccc(OCCCCN3CCCC3)cc2)cc1
 : -6	-2.2%
- C=CCOC(=O)C1=C(C)Nc2nnnn2C1c1cccs1 (centres undefined)
 : x	-4.7%
- COC(=O)c1[nH]c2ccc(C)cc2c1NC(=O)Nc1ccc(OC)cc1
 : -5	2.1%

Next part:
Each structure is followed by: Mtb RmlCD inh	GlmU inhibition
- CCNC(=S)N/N=C(\C)c1cc2ccccc2o1
 : -9	2.8%
- COc1ccc(C(=O)c2ccccc2)cc1Br
 : x	1.4%
- Cc1nn(C(=O)c2nn(C)cc2[N+](=O)[O-])c(C)c1Cl
 : -9	-3.5%
- COc1ccc(OCCNc2cc(N3CCOCC3)ccc2[N+](=O)[O-])cc1
 : 3	x
- Cc1ccc(NC(=O)c2noc3c2CCCCC3)cc1C
 : -1	x
- CCOc1ccccc1NC(=O)Cn1c(C)cc(COC)c(C#N)c1=O
 : 9	0.3%
- Cc1nn(Cc2ccc(C(=O)N3N=C(C(F)F)CC3(O)C(F)F)cc2)c(C)c1[N+](=O)[O-] (centres undefined)
 : x	0.8%
- C/C(=N/NS(=O)(=O)c1ccc(F)cc1)c1ccc(NC(=O)c2ccc(C)o2)cc1
 : x	-0.7%
- CCN1CCN(C(C)C(=O)Nc2c(C)n(C)n(-c3ccccc3)c2=O)CC1 (centres undefined)
 : 8	6.2%
- O=C1C2C(C(=O)N1/N=C/c1ccc([N+](=O)[O-])o1)C1C=CC2C12CC2 (centres undefined)
 : -3	-3.1%

Next part.
Each structure is followed by: Mtb RmlCD inh	GlmU inhibition
- Cc1c(NC(=O)C2CC(c3c(F)cccc3Cl)=NO2)c(=O)n(-c2ccccc2)n1C (centres undefined)
 : 8	-3.6%
- O=C1NC(=O)N(Cc2ccco2)C(=O)/C1=C\c1cccn1CCOc1ccc(Cl)cc1
 : 14	3.8%
- Cc1ccc(NC(=O)NCc2ccc3[nH]c(C)cc3c2)cc1
 : -10	0.8%
- CC(=O)NC(Cc1cccc(F)c1)C(=O)NC1CCN(C(=O)c2ccc(C)cc2)CC1 (centres undefined)
 : 7	-2.9%
- O=C(NCCO)c1ccc2[nH]c3c(c2c1)CCCC3
 : 20	3.4%
- O=C(CSCc1ccccc1)NC1CCSC1=O (centres undefined)
 : -7	-4.6%
- CC(=O)OCC1=C(C(=O)O)N2C(=O)C(NC(=O)C(C)Cn3nc(C)c(Cl)c3C)C2SC1 (centres undefined)
 : x	-4.9%
- O=C(N/N=C/c1ccco1)C1CC1c1ccccc1 (centres undefined)
 : -10	2.6%
- CCOCCn1c(SCc2c(F)cccc2Cl)nc2c1c(=O)[nH]c(=O)n2C
 : x	-5.8%
- COc1ccccc1-n1c([S-])c(C(=O)Nc2ccccc2C(F)(F)F)[n+]2ccc(C(=O)NCCO)cc12
 : -8	-1.7%

(more compounds)
Each structure is followed by: Mtb RmlCD inh	GlmU inhibition
- Cc1ccccc1-n1nc2c(c1NC(=O)c1cccc(F)c1)CS(=O)C2 (centres undefined)
 : x	3.9%
- Cc1sc(NC(=O)c2ccco2)c(C(c2cccnc2)N2CCC(C)CC2)c1C (centres undefined)
 : 27	-6.0%
- O=C(CN1CCCCC1)c1ccc(OC(F)F)cc1
 : 11	-0.3%
- COc1ccc(-c2nc(CN3CCN(c4ncccn4)CC3)c(C)o2)cc1C
 : 8	1.3%
- C/C(=N/O)c1no[n+]([O-])c1/C(C)=N\O
 : -6	4.6%
- COc1cccc(-c2cc(C(=O)Nc3ccc([N+](=O)[O-])cn3)c3ccccc3n2)c1
 : 24	7.3%
- Cc1ccc2cccc(OCC(=O)c3cc(C)n(Cc4ccco4)c3C)c2n1
 : x	-2.0%
- O=C(CCc1ccccc1)Nc1nc2n(n1)C(c1ccccc1)CC(=O)N2 (centres undefined)
 : x	0.4%
- O=C(CCNC(=O)c1ccco1)Nc1ccc(N2CCOCC2)cc1
 : -11	9.1%
- NNc1n[nH]c(=S)n1N
 : 4	3.7%

Additional structures:
Each structure is followed by: Mtb RmlCD inh	GlmU inhibition
- COc1ccc(S(=O)(=O)Nc2ccccc2C(=O)Nc2nc(-c3ccc(F)cc3)cs2)cc1OC
 : 1	5.4%
- N#Cc1ccc(-n2nccc2-c2cnc3n(c2=O)CCS3)cc1
 : 11	-1.3%
- CCCSc1cc(Cl)nc(N)n1
 : 6	-2.1%
- COc1nccnc1NS(=O)(=O)c1ccc(NC(=S)NC(=O)c2cccnc2)cc1
 : 16	-5.7%
- O=C(COc1ccccc1[N+](=O)[O-])N1CCC(Cc2ccccc2)CC1
 : -10	-4.6%
- COc1cc(CO)cc(Br)c1OCC(=O)N1CCCCC1
 : x	4.5%
- Cn1c(CNC2CCCCC2)nc2ccccc21
 : x	3.8%
- CC(C)NC(=O)N(Cc1ccc(Cl)cc1)Cc1cccs1
 : 4	1.3%
- COC(=O)c1cccc(C(=O)Nc2ccc(C)cc2)n1
 : x	-0.7%
- CC(C)(C)c1ccc(-c2nnc(N)s2)cc1
 : x	1.1%

Later entries:
Each structure is followed by: Mtb RmlCD inh	GlmU inhibition
- COc1ccccc1-c1cnnc(N/N=C/c2ccc(-c3cccc(Br)c3)o2)n1
 : -10	-0.3%
- CC(=O)n1cc(/C=N/NC(=O)c2sc(C)nc2C)c2ccccc21
 : x	-3.7%
- COc1cccc(NC(=O)c2nc3ncccn3n2)c1
 : 5	6.4%
- CC(C)C[C@H](NC(=O)OC(C)(C)C)c1nnc(SCc2ccccc2)o1
 : x	5.5%
- CC(C)(C)NCc1cc(Cl)ccc1OCc1ccccc1F
 : -8	-7.6%
- O=C(CN1C(=O)C2CCCCC2C1=O)Nc1ccc(S(=O)(=O)Nc2ncccn2)cc1 (centres undefined)
 : -9	-0.5%
- CC1=C(C(=O)OCC2CCCO2)C(c2ccsc2)C2=C(CC(C)(C)CC2=O)N1 (centres undefined)
 : -10	0.9%
- O=c1ccc2cc(S(=O)(=O)N3CCOCC3)ccc2o1
 : x	-7.3%
- Cc1ccccc1NC(=O)N1CCCC(c2nc(-c3ccc(F)cc3)no2)C1 (centres undefined)
 : x	-1.5%
